# F-actin modifier: modifiers of cytoskeleton assembly; HUVEC TNFa F-actin phalloidin imaging, high content; inhibition, % at 2 µM; actives 0.18% (n = 91,000);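 active = inhibition above the batch mean plus 3 SD and confirmed as a hit by visual image inspection, cut at about 30% in these data, passing the limit was not always enough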; note: strong numbers were not always called active
# PTPN22 act: increases human PTPN22 phosphatase activity; AID 697; Q9Y2R2; recombinant LYP, DiFMUP fluorescence; 0 = plate median, 100 = signal doubled; activation, % at 2 µM; actives 0.11% (n = 96,000);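 active = activation at 2 µM above a set limit, the mean plus 5 SD, cut at about 37% in these data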
# PTPN22 inh 2: inhibitors of human LYP (PTPN22) phosphatase; inhibition, % at 2 µM; Q9Y2R2; actives 0.21% (n = 96,000); recombinant LYP catalytic domain, DiFMUP fluorescence;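 active = inhibition at 2 µM at or above a set limit, the screen mean plus 3 SD, cut at about 24% in these data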;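 note: 0% = DMSO with enzyme and 100% = enzyme fully blocked by orthovanadate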
# ERa SRC1 inh: ER-alpha (human) coactivator binding inhibition | P03372 | TR-FRET ER-alpha LBD / SRC-1 peptide, estradiol-bound | inhibition, % at 25.6 µM | actives 1.7% (n = 86,000) | AID 629; in the data active = inhibition above about 50%;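 note: 0% = receptor plus peptide control and 100% = peptide only without receptor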
# Pyk2 oligo antag: antagonists of human Pyk2 oligomerization. AID 1347419. Q14289. Q293 cells, Pyk2 FERM NanoBiT luminescence; active compounds read low. z-score (the deposit names both 25 µM and 10 µM). actives 0.83% (n = 99,000);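 active = Z-score of -3 or lower, scaled per plate to the spread of control and sample wells; inactive = z-score above -3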;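 note: negative z-score means lost luminescence so less FERM oligomerization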
# Target sequence (Q14289 whole entry, looked up): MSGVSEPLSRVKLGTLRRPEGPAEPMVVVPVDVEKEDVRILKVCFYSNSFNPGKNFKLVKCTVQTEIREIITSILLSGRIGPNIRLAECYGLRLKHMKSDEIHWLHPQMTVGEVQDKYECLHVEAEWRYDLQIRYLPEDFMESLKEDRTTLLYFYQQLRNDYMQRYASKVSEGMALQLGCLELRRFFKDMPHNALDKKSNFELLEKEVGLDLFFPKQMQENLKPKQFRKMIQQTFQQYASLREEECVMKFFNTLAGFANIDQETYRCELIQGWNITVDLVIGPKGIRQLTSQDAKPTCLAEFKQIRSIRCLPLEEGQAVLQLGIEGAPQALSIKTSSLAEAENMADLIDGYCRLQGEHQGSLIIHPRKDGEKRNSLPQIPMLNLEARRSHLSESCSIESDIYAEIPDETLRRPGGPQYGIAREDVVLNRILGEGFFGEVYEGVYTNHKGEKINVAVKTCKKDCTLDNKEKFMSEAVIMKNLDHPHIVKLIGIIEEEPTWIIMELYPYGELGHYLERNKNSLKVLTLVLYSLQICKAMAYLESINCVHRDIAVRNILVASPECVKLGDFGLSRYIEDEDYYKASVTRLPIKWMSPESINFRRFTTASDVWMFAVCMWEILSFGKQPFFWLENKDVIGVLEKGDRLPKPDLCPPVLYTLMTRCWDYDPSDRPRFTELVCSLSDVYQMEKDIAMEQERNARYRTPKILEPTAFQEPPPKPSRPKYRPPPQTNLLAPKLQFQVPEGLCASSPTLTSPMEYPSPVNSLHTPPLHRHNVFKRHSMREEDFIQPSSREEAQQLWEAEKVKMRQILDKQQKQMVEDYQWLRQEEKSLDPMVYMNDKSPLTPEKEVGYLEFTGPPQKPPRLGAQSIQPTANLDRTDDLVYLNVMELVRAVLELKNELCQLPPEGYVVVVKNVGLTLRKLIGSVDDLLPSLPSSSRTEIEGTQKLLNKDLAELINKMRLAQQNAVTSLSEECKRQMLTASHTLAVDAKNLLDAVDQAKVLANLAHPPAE
# VCAM1 TNFa inh: reduces TNF alpha induced VCAM1 expression in HUVEC; HUVEC TNFa-induced VCAM-1 immunofluorescence, high-content imaging; inhibition, % at 2 µM; actives 0.48% (n = 95,000); AID 802;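 active = inhibition above the batch mean plus 3 SD, with images confirmed as a hit by eye, cut at about 37% in these data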;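 note: 0% = TNF-stimulated DMSO wells and 100% = unstimulated control wells; not every result past the cut was called active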
# FAK blocker: inhibitors of human focal adhesion kinase; Q05397; biochemical FAK kinase activity assay; inhibition, %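 (tested at 7 µM)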; actives 0.84% (n = 97,000); in the data active = inhibition above about 19%;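 note: 0% = DMSO and 100% = reference compound high control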
# IL1B cytotox: toxic to HUVEC cells under IL-1B stimulation | HUVEC cell count loss, Hoechst imaging, IL-1B stimulated | cell count reduction, % at 2 µM | actives 0.41% (n = 94,000);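 active = cell count reduction more than 3 SD above the screen-wide mean, cut at about 70% in these data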;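 note: normalized per plate to untreated control cells as the no-loss baseline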
# HUVEC tox TNFa: toxic to HUVEC cells under TNF alpha stimulation; HUVEC TNFalpha-stimulated, Hoechst cell count, imaging; cell count reduction, % at 2 µM; actives 0.17% (n = 93,000);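 active = cell count reduction exceeding the screen mean by over 5 SD, scaled to untreated wells per plate, cut at about 78% in these data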;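 note: cells counted after 24 h of TNF alpha exposure following the 1 h pretreatment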
# Numbers without * were called inactive; · = no result given; [ ] = remark or other dose.
SMILES,F-actin modifier,PTPN22 act,PTPN22 inh 2,ERa SRC1 inh,Pyk2 oligo antag,VCAM1 TNFa inh,FAK blocker,IL1B cytotox,HUVEC tox TNFa
Cc1ccc(/C=N/NC(=O)CSc2nc3ccccc3n2C)s1,8,1,4,·,-1.8,-11,-4,-32,18
CCOc1cc(CNCc2ccncc2)cc(Br)c1OCc1ccc(F)cc1,-2,8,-2,·,-0.49,8,-1,-48,-10
CCCCNCc1cccn1-c1ccccc1,6,-8,7,-5[fluorescence artefact?],-0.18,-31,0,10,·
O=C(Nc1nnc(N2CCCCCC2)s1)c1cc(-c2ccc(Br)cc2)on1,1,-12,11,27,·,15,-2,-42,-8
CC1(C)CC(N2CCN(c3ccccc3)CC2)=CC(=[N+]2CCCC2)C1,11,-2,0,-7[fluorescence artefact?],-0.74,2,-2,-22,-3
CCCc1[nH]n(-c2nc3ccccc3s2)c(=O)c1C=NCCN1CCOCC1,-5,-7,11,-1,0.47,-9,8,-5,17
O=C(CN1CCN(Cc2ccccc2)C1=O)NCc1ccc(Cl)cc1,-1,0,-2,-4,-0.82,7,0,19,-14
Cc1cc(C)n(C(C)n2nc(C)cc2C)n1,4,-4,6,·,-0.02,5,3,11,18
Cc1cc(=O)[nH]c(SCc2cc(=O)n3nc(C)sc3n2)n1,1,-4,0,0,·,14,7,15,-6
Cc1cccc(C(=O)NC(=S)Nc2ccc(S(=O)(=O)N(C)c3ccccc3)cc2)c1,-7,-8,7,·,0.52,12,0,6,-7
Cc1cc(C)c(S(=O)(=O)c2c(C)cccc2C)c(Cl)n1,-32,6,-2,·,0.35,5,-5,-45,2
COC(=O)C(C(=O)OC)C(C)C(C(=O)OC)C(=O)OC,5,-11,12,-3,-0.62,6,0,·,-28
Cc1ccc(S(=O)(=O)N2CCN(C(=O)N3CCOCC3)C2C)cc1 (configuration not stated),8,6,-14,-8,-0.31,5,-3,-14,-32
CCC1CCC(C(=O)NC(C(=O)Nc2ccc3c(c2)OCCO3)C(C)C)CC1 (configuration not stated),-5,0,-1,4[fluorescence artefact?],-0.36,-4,1,-1,7
CC(=O)Nc1ccc(C2Nc3ccccc3C(=O)N2C2CCCCC2)cc1 (configuration not stated),13,1,-2,-3,0.19,6,-3,-2,-39
O=C(Nc1nncs1)C1COc2ccccc2O1 (configuration not stated),16,4,-10,-5,-0.5,6,0,-38,-2
COc1cc(/C=C/C(C)=O)cc(OC)c1OC,7,-8,6,-4,0.53,15,0,-26,-19
Cc1nc(-c2ccc(S(=O)(=O)N3CCCCCC3)cc2)cs1,11,6,-8,-9,-2.5,7,3,-3,-16
O=C(Cn1ccsc1=NC(=O)C(F)(F)F)c1ccccc1,8,16,-11,·,-0.27,0,-2,-45,6
Cc1ccc2oc(=O)cc(CN3CCC(C)CC3)c2c1,·,-8,7,-3,0.33,-8,-6,-8,-19
N#CCC(=O)N/N=C/c1ccc(Sc2nc3ccccc3s2)o1,26,-2,6,·,-0.3,-9,8,8,-29
c1ccc(-c2ccccc2-c2nc(-c3cccnc3)no2)cc1,-4,2,-3,-6,-2.1,21,0,8,-6
O=C(c1cnn2c(C(F)F)cc(-c3ccccc3)nc12)N1CCSCC1,-4,5,-2,-2,0.88,9,-2,28,6
Cc1c(CCO)c(=O)[nH]n1C(=O)c1c(F)cccc1F,15,-3,5,·,0.88,-2,1,-15,-18
COCCNC(=O)CN(C)S(=O)(=O)c1ccc2c(c1)OCCO2,·,1,3,3[fluorescence artefact?],-0.22,·,-1,-12,·

# Entries of single compounds as entered above. Order of screens: F-actin modifier, PTPN22 act, PTPN22 inh 2, ERa SRC1 inh, Pyk2 oligo antag, VCAM1 TNFa inh, FAK blocker, IL1B cytotox, HUVEC tox TNFa
# O=C(CN1CCN(Cc2ccccc2)C1=O)NCc1ccc(Cl)cc1 reads -1, 0, -2, -4, -0.82, 7, 0, 19, -14
# Cc1ccc2oc(=O)cc(CN3CCC(C)CC3)c2c1 reads ·, -8, 7, -3, 0.33, -8, -6, -8, -19
# Cc1cc(C)n(C(C)n2nc(C)cc2C)n1 reads 4, -4, 6, ·, -0.02, 5, 3, 11, 18
# Cc1ccc(/C=N/NC(=O)CSc2nc3ccccc3n2C)s1 reads 8, 1, 4, ·, -1.8, -11, -4, -32, 18
# O=C(Nc1nncs1)C1COc2ccccc2O1 (configuration not stated) reads 16, 4, -10, -5, -0.5, 6, 0, -38, -2

# Other compounds follow:
SMILES,F-actin modifier,PTPN22 act,PTPN22 inh 2,ERa SRC1 inh,Pyk2 oligo antag,VCAM1 TNFa inh,FAK blocker,IL1B cytotox,HUVEC tox TNFa
CN(C)N=Nc1ccc(S(=O)(=O)N2CCSC2C(=O)O)cc1 (configuration not stated),11,5,-5,-4,2.3,12,-3,-10,0
CCC(=O)Nc1nnc(SCCOC)s1,-26,7,-7,-10,2.1,12,0,-3,8
O=C(CSc1nnc(-c2ccco2)n1Cc1ccccc1)NC(=O)NCc1ccccc1,14,2,-3,-2,1.4,7,-2,-51,-34
COC(=O)C1=C(C)N(CCC2=CCCCC2)C(=O)C1,-3,-11,10,-11,-0.47,-6,-1,-9,-5
Clc1ccc(OCc2nn3c(-c4ccccc4)nnc3s2)c(Cl)c1,-1,-1,1,3,0.24,24,2,4,-12
Cc1ccc(C(=O)OCc2ccc3c(c2)OCO3)cc1S(=O)(=O)N1CCCCC1,0,-4,1,4,-0.57,5,5,-36,0
C/C(CC(=O)NCc1ccco1)=N\NC(=O)Cc1ccc(Cl)cc1,8,-6,8,·,0.22,2,1,-1,-1
COc1cc(C(=O)Nc2cc(C(F)(F)F)ccc2Cl)cc(OC)c1OC,-42,-2,5,·,0.72,-1,-8,0,-1
COC(=O)C(O)(CC(=O)Nc1ccc(C)c(F)c1)C(F)(F)F (configuration not stated),8,-4,7,-3[fluorescence artefact?],0.19,-2,-1,22,-21
CC1CCCN(Cc2cnc(Cl)s2)C1 (configuration not stated),-3,0,3,·,-0.14,-4,-2,0,-5
Cc1cc(N2CCCC(C(=O)Nc3ccc4c(c3)CCC4)C2)n2ncnc2n1 (configuration not stated),4,-8,8,5[fluorescence artefact?],-0.46,19,4,0,-33
Nc1ccc2nc(-c3ccccc3)[nH]c2c1,4,-5,8,82*[fluorescence artefact?],-1.6,-13,0,-16,16
CC1(c2ccc(Cl)c(Cl)c2)NC(=S)N2C1NC(=S)N2c1ccccc1 (configuration not stated),-9,-5,2,3,-0.25,26,1,·,-8
O=C1CC(C(=O)Nc2ccc(C(=O)O)cc2)C(c2ccccc2)O1 (configuration not stated),·,9,-7,-9,-0.4,10,-3,10,-13
Cc1cc(-c2ccccc2)nc(N(C)NC(=O)c2ccc(Cl)cc2)c1S(C)(=O)=O,3,6,-6,-3,-0.84,8,0,·,7
O=C(Nc1cccc(Cl)c1)Nc1ccc2c(c1)OCO2,-9,-5,2,9,-1.6,-14,5,-39,10
O=C(Nc1ccccc1C(=O)NCc1ccco1)NC1CCCCC1,-1,-9,7,-14,0.27,10,-4,-23,-31
Fc1ccc(NCc2cccnc2)cc1,-6,1,-1,-1,0.48,37,2,-2,17
COc1ccc(/C=N\NC(=O)/C(=C\Nc2nccc(C)n2)NC(=O)c2ccccc2)cc1,-2,4,-7,10[fluorescence artefact?],-0.57,7,1,-48,-6
Cc1ccc(S(=O)(=O)Nc2cc(C)c(O)c(S(=O)(=O)c3ccc(C)cc3)c2)cc1,2,-4,4,20,-0.1,-2,-1,-9,1
Cc1ccc(-c2cn3c(=O)cc(C)[nH]c3n2)cc1,30,7,-2,·,-0.34,14,1,-35,2
Cc1ccc(C(=O)C2(C)C3c4cc(Br)ccc4OC(=O)C32C(=O)c2ccco2)cc1 (configuration not stated),15,24,-22,-5,-3.1*,-1,-1,-10,-20
Cn1c(SCc2cccc(F)c2)nnc1-c1ccccn1,-28,0,-1,6,-0.34,10,-3,-10,-14
O=c1[nH]c(CSc2nnc(-c3ccncc3)n2Cc2ccco2)nc2ccccc12,9,-3,0,1,-0.05,19,4,-16,-19
O=c1cc(CN2CCN(c3ccc(F)cc3)CC2)nc2sccn12,3,4,0,·,-0.17,14,2,14,29

# Reprinted from the part before: 4 entries, then new ones.
SMILES,F-actin modifier,PTPN22 act,PTPN22 inh 2,ERa SRC1 inh,Pyk2 oligo antag,VCAM1 TNFa inh,FAK blocker,IL1B cytotox,HUVEC tox TNFa
Cc1ccc(C(=O)C2(C)C3c4cc(Br)ccc4OC(=O)C32C(=O)c2ccco2)cc1 (configuration not stated),15,24,-22,-5,-3.1*,-1,-1,-10,-20
Cn1c(SCc2cccc(F)c2)nnc1-c1ccccn1,-28,0,-1,6,-0.34,10,-3,-10,-14
O=c1[nH]c(CSc2nnc(-c3ccncc3)n2Cc2ccco2)nc2ccccc12,9,-3,0,1,-0.05,19,4,-16,-19
O=c1cc(CN2CCN(c3ccc(F)cc3)CC2)nc2sccn12,3,4,0,·,-0.17,14,2,14,29
O=C(N/N=C/C(Cl)=C/c1ccccc1)c1cnccn1,9,-2,3,-4[fluorescence artefact?],-0.64,3,-1,-26,-38
Cc1cc(C)c(NC(=O)C2CCCN2C(=O)NC2CCCCC2)c(C)c1 (configuration not stated),-2,-4,1,-7,-0.55,14,2,0,-7
CC(=O)OCn1nnc2ccccc2c1=O,·,0,-1,-10,0.54,·,-1,-42,·
Cc1c(-c2nc(N)nc(Nc3ccccc3)n2)oc2ccccc12,-5,37*,-37,4,-1.8,-12,8,-27,-17
O=c1cc(Cl)c(-c2ccccc2)n[nH]1,-3,1,1,15,-0.43,-7,0,8,-13
Cc1cc(NC(=O)Cc2c(F)cccc2Cl)no1,2,7,-9,-6,0.36,-2,1,-87,-16
Oc1cccc(C=NCc2ccccc2)c1,-1,-9,9,-9,0.68,9,1,-3,-2
CCN(CC)Cc1c(CC(C)C)oc(C)c1C(=O)O,15,-3,4,1,-0.2,10,-4,1,-8
C=C(C)CSc1nnc(CCNC(=O)OC(C)(C)C)o1,-6,3,-4,7,-0.4,-8,-4,-4,-4
C=CCNC(=S)Nc1ccccc1,-3,17,-12,·,-0.23,14,-8,-33,-30
O=C1c2cccc3c(N4CCCCC4)ccc(c23)C(=O)N1c1ccc(Cl)cn1,-7,6,-4,5,·,-6,4,-26,-2
O=C(CCc1nc(-c2ccccc2F)no1)NC1CCCCCC1,6,14,-16,2,0.99,14,0,-15,-3
COc1cc(/C=N/NC(=O)c2nc(C)cc(C)n2)ccc1O,-14,16,-14,-6[fluorescence artefact?],-0.73,-3,0,-4,9
CCCC(=O)Nc1c(O)c2ccccc2[nH]c1=O,-9,2,-4,1,-1.2,-26,0,-24,-30
CC1CC(C)CN(C(=O)c2ccc3c(c2)N(Cc2ccccc2)CCS3)C1 (configuration not stated),-5,-11,8,5[fluorescence artefact?],·,3,3,9,-23
Cc1ccc2nc(N3CCN(Cc4nnnn4C4CCCC4)CC3)c(C#N)cc2c1,-6,-14,12,2,0.72,4,-3,8,10
COC(=O)NC(=C(Cl)Cl)S(=O)(=O)c1ccccc1,-19,4,-4,11,-0.26,-3,0,-153,12
CNS(=O)(=O)c1cc(C(=O)NCc2ccco2)ccc1Cl,17,5,-6,1,0.88,-2,0,-5,-10
CCOC(=O)CCNC(=O)Nc1ccc2nc(C)n(Cc3ccc(Cl)cc3)c(=O)c2c1,12,-2,2,1,-0.86,-2,9,-197,-12
O=C(NC1CCCCC1)c1ccc(Cn2cc(Cl)cn2)cc1,·,2,-1,7,0.61,4,0,-12,-54
Cc1csc(NC(=O)c2ccc(C)c(S(=O)(=O)N3CCCCC3)c2)n1,10,-4,1,-1,0.42,9,-3,-2,-17
CC[n+]1c(/C=C/C=C/N(C(C)=O)c2ccccc2)sc2ccccc21,-5,-6,8,·,0.05,-37,13,3,6
O=C1CC(c2ccccc2)Cc2nc3nc(C(F)(F)F)nn3cc21 (configuration not stated),-6,-13,16,-4,0.2,15,-1,-6,-7
CC12C(=O)N(c3nccs3)C(=O)C1C1C=CC2C1 (configuration not stated),-3,1,-2,-1,0.87,5,0,-187,2
